Screens as filed in PubChem BioAssay.
EPAC1 antagonist: EPAC1 (human) antagonism; Potency, µM (doses to about 115 µM), inactives show at the highest dose activity change, negative = inhibition, actives largely listed as inhibitors; EPAC1 GEF assay, Rap1b-BODIPY-GDP exchange fluorescence; O95398; AID 720709; 360,000 tested, 0.14% active;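 further: potency means the concentration at half of the fitted maximal effect; plate controls were vehicle for no effect and positive control for full effect; nearly all actives have a fitted effect of over 50% in size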
EPAC1 ag: agonists of human EPAC1. O95398. 360,000 tested, 0.073% active. EPAC1 agonist qHTS, biochemical assay; response scale: 100% = response to 6.5 mM cAMP. Potency, µM (doses to about 154 µM), for the others: at the top dose activation, most hits filed as activators; further: potency means the concentration at half of the fitted maximal effect; nearly all actives have a fitted effect of over 60% in size
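Compounds were pinned as a concentration titration into mixtures of EPAC1 (100 nM), BODIPY-GDP-loaded Rap1B (250 nM) and GDP (50 uM). After 5 min at room temperature, fluorescence was followed for 30 min; activity was scaled to 6.5 mM cAMP.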
GLP1R cytotox: cytotoxicity in counter-screen for GLP-1R inverse agonists; AID 624418; Potency, µM (series often up to 38.3 µM), inactives show at the highest dose activity change, negative = inhibition, hits mostly inhibitors; HEK293 cAMP-luciferase reporter cells, luminescence, 24 h; 410,000 tested, 0.13% active;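 further: loss of luciferase light is scored as toxicity; potency means the concentration at half of the fitted maximal effect; on the % scale 0 is the no-effect control and ±100 the full control effect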
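Seeding density was 200 cells/uL; after overnight-length (12 h) culture, 23 nL compounds went on for 24 h at 37 °C. Readout used a luciferase detection reagent, luminescence taken after 12 min at room temperature.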
PI5P4K alpha inh: inhibitors of human PI5P4K alpha; P48426; PI5P4Kalpha enzyme, ADP-Glo luminescence, 60 min; hits give low values; max response, %; 330,000 tested, 1.2% active; AID 652105; active means max response of -50% or lower; inconclusive means between -30% and -50%; inactive means -30% or higher; further: value at the top dose of about 77 µM; on the % scale 0 is the no-effect control and ±100 the full control effect
Target sequence (P48426 whole entry, looked up): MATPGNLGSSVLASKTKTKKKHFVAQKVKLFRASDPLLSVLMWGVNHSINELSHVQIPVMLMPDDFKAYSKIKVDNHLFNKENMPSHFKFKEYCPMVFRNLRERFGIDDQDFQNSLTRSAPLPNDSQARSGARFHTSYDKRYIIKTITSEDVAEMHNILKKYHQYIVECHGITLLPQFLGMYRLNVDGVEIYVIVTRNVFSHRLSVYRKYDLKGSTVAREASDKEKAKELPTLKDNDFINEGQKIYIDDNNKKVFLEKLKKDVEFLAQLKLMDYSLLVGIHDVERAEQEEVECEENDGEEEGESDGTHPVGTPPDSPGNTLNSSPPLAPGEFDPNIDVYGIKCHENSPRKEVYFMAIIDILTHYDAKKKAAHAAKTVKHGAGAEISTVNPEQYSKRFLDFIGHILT
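Reactions run in 0.038 M HEPES pH 7.4, 0.28 mM EGTA, 0.1% CHAPS and 5% DMSO, with PI5P4Kalpha, substrate, compound and 5 microM ATP final, one hour at room temperature. Readout is ADP-Glo luminescence.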
PLK1 PBD block: PLK1 (human) polo-box domain binding inhibition; 360,000 tested, 2.8% active; Potency, µM, for the others: max response, negative = inhibition, usual class: inhibitors; P53350; Plk1 PBD binding of FITC phosphopeptide, fluorescence polarization; AID 720504; further: potency means the concentration at half of the fitted maximal effect; series mostly up to about 57 µM; on the % scale 0 is the no-effect control and ±100 the full control effect; nearly all actives have a fitted effect of over 65% in size
GLP-1R inv ag: acts as inverse agonist at human GLP-1 receptor; 410,000 tested, 1.6% active; Potency, µM (titrated, usually from 38.3 µM), for inactives: at the top dose activity change, negative = inhibition, usual class: inhibitors; P43220; HEK293 GLP-1R CRE-luciferase, luminescence, 24 h; GLP-1R form is constitutively active; AID 624417; further: potency means the concentration at half of the fitted maximal effect; on the % scale 0 is the no-effect control and ±100 the full control effect; nearly all actives have a fitted effect of over 55% in size
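qHTS in 1536-well format: reporter HEK293 cells expressing constitutive GLP-1R activity in DMEM + 10% Nu serum, 24 hr with compounds at 37 deg C, luminescence read after 12 min with detection reagent.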
PTHR1 ag: agonists of human PTHR1 parathyroid hormone receptor. Q03431. HEK293 GP2 PTHR1 cells, GloSensor cAMP luminescence, 1 h. Potency, µM (titrated, usually from 115 µM), for inactives: at the highest dose activation, hits mostly activators. 410,000 tested, 0.075% active. AID 743266; further: potency means the concentration at half of the fitted maximal effect; nearly all actives have a fitted effect of over 55% in size; some results filed as inactive show a strong effect at the top dose; inactives centre near -15; many of its hits are not listed in these tables
Target sequence (Q03431 whole entry, looked up): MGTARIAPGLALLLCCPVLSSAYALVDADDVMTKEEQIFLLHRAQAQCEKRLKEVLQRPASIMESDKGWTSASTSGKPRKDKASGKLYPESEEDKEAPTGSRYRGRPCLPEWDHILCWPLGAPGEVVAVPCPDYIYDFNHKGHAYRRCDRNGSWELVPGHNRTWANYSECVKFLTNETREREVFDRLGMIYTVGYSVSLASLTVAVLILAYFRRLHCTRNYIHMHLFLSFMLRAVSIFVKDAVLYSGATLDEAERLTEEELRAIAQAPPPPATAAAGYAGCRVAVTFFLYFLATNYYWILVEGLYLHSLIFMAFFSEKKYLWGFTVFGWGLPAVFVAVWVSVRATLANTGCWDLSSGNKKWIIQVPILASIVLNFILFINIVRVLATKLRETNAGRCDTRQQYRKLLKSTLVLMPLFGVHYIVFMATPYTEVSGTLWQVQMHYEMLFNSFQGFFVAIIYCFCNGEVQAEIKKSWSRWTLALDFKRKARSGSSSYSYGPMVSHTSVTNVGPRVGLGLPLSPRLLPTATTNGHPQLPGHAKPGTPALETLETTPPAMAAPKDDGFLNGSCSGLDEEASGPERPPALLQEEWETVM
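HEK-293-derived GP2 cells expressing PTHR1 and a GloSensor cAMP reporter, 3,000/well, plated overnight, given luciferin plus IBMX (each 0.5 mM as added) for 1 h at 37 °C, then compound for 1 h at 37 °C. Luminescence was read after 15 min at room temperature.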
GLP-1R agonist: GLP-1 receptor (human) agonism; HEK293 GLP-1R CRE-luciferase, luminescence, 4-6 h; cells express a hypersensitive GLP-1R form; Potency, µM (titrated, usually from 45.6 µM), for the others: top-dose activation, usual class: activators; 380,000 tested, 0.007% active; AID 624172; further: potency means the concentration at half of the fitted maximal effect; % of control where 0% means no effect
IL-2 act: activators of IL-2 | activation, % (series mostly up to about 46 µM) | IL-2 activation reporter assay, cell-based qHTS; stimulated with anti-CD3/CD4/CD28 beads; in transgenic mouse T cells | 360,000 tested, 0.065% active; in the data active means activation above about 50%; inconclusive means mostly about 30% to 49%; further: 0% is about no effect
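Readout is EGFP and DsRed signal by fluorescent plate cytometry after 18 h at 37 degrees C. Transgenic mouse T cells (750/well) received compound for 60 min before bead stimulation (anti-CD3, anti-CD4, anti-CD28); memory T cells served as non-tolerant control.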
Starred values were filed as active, the others as inactive; i = inactive; ? = inconclusive; · = no result given; & = joins results of further samples; [ ] = another dose, or the depositor's remark. Unless noted, the call rests on the fitted dose curve; in most records, active means well fitted curve in the direction sought with a large enough effect; inconclusive means small, poorly fitted or top-dose-only effect, or another doubt; inactive means no such curve, though single readings can be large; an effect the other way counts as inactive or inconclusive.

SMILES	EPAC1 antagonist	EPAC1 ag	GLP1R cytotox	PI5P4K alpha inh	PLK1 PBD block	GLP-1R inv ag	PTHR1 ag	GLP-1R agonist	IL-2 act
COc1ccccc1N(CC(=O)NCCc1ccccc1)C(=O)CCC(=O)Nc1cc(C)ccn1	2%	3%	5%	-7	-8%	-28%	-11%	17%	0.4
CN1C/C(=C\c2ccc(N3CCOCC3)cc2)C(=O)/C(=C/c2ccc(N3CCOCC3)cc2)C1	13%	22%	-12%	-6	30%	83%[activator]	-29%	13%	5.8
COc1ccc(OC)c(NC(=O)c2sc3nc(C)cc(C)c3c2N)c1	0%	-3%	34%[activator]	-8	-18%	41%[activator]	-10%	24%	-3.9
CCOC(=O)c1ccc(NC(=O)CN2CCN(CCN=CC3=C(O)CC(C)(C)CC3=O)CC2)cc1	17%	4%	0%	1	-8%	-1%	i	5%	-0.1
CCN(CC)S(=O)(=O)c1ccc(N2CCOCC2)c(NS(=O)(=O)c2cc(C(C)(C)C)ccc2C)c1	-28%	-9%	-10%	2	?	?	i	6%	-4.1
COC(=O)NCC(c1cccnc1)N1CCN(c2ccccc2OC)CC1 (stereo not given)	18%	0%	-4%	4	-3%	-3%	i	0%	-0.4
CCN(C(=O)c1cc2ccccc2oc1=O)c1ccccc1	5%	1%	6%	-5	-6%	15%	-11%[57.5 µM]	2%	0.8
Cc1ccc2cc(/C=N/NC(=O)c3ccccc3O)c(Cl)nc2c1	-12%	4%	-2%	-19	-24%	1%	-37%[inhibitor]	14%	1.4
CC(=O)Nc1ccc(NC(=O)C2CCN(C(=O)c3cccs3)CC2)cc1	9%	-2%	4%	1	-9%	18%	i	0%	-0.2
Cc1nc2cc(N3CCCCC3)c(NC(=O)c3ccncc3)cc2c(=O)n1Cc1ccccc1	1%	-3%	-4%	-4	-1%	42%[activator]	i	-3%	3.3
Cc1sc(NC(=O)C2CCCCC2C(=O)O)c(C(N)=O)c1-c1ccccc1 (stereo not given)	5%	7%	-6%	-18	?	-30%	-61%[inhibitor][57.5 µM]	-2%	-0.2
CC1CCN(C(=O)Nc2ccc3nsnc3c2)CC1	13%	7%	2%	·	-5%	3%	-11%[57.5 µM]	-1%	1.6
Cc1nnc(N(C)C(=O)c2ccccn2)s1	-17%	7%	-3%	2	-8%	16%	-13%	0%	-2.1
COc1ccc(C(=O)Nc2c3c(nn2C(C)(C)C)CS(=O)(=O)C3)cc1OC	-9%	-8%	19%	-3	6%	15%	i	0%	-0.7
CCC(c1nnnn1-c1ccc2c(c1)OCCO2)N1CCN(c2ccccc2)CC1 (stereo not given)	2%	3%	1%	2	3%	-12%	-89%[inhibitor]	6%	0.0
COc1ccc(C(=O)C[n+]2ccc(-c3nnc4n3CCC4)cc2)cc1	-4%	0%	9%	-7	-12%	5%	-27%	-1%	0.1
CC1=C(C(=O)N(C(C)C)C(C)C)CC(CC(=O)NCc2cccs2)C(=O)N1Cc1ccccc1 (stereo not given)	11%	15%	-1%	4	-13%	?	-30%	9%	-1.3
COc1ccc(/C=N/S(=O)(=O)c2ccccc2)cc1OC	-11%	11%	7%	1	-10%	12%	i	8%	-0.3
O=C(NC1CC1)c1cccc(NC(=O)C2CC2)c1	4%	-21%	-1%	-10	-5%	19%	-27%	-1%	0.1
CN(Cc1ccccc1)C(=O)c1cccc(NC(=O)Cc2ccc(NC(=O)C3CCN(C(=O)C4CCCCC4)CC3)cc2)c1	3%	-17%	-8%	4	-5%	4%	-25%	6%	-0.3

The results go on.
SMILES	EPAC1 antagonist	EPAC1 ag	GLP1R cytotox	PI5P4K alpha inh	PLK1 PBD block	GLP-1R inv ag	PTHR1 ag	GLP-1R agonist	IL-2 act
CCOc1ccc(CNC2CCCCCCC2)cc1OC	10%	14%	8%	3	0%	?	i	-1%	1.6
Cc1csc(NC(=O)CSc2nc(=O)[nH]c3c2CCCC3)n1	16%	12%	-7%	0	-9%	3%	-10%	2%	-2.6
Cc1nc(=O)c(-c2ccccc2)c(C)n1-c1ccccc1Cl	2%	-7%	7%	-5	-4%	3%	i	-2%	-0.2
CCOC(=O)Cc1csc(NC(=O)CCc2ccccc2)n1	7%	15%	-20%	-2	-1%	-21%	-21%	4%	-0.4
Cc1cc(N2C(=O)CC(Cc3ccccc3)C2=O)no1 (stereo not given)	-9%	0%	-5%	7	-7%	17%	i	-10%	1.6
O=C(NCc1ccccc1F)C1CCCN(C(=O)Nc2ccc(F)cc2)C1 (stereo not given)	-12%	14%	-11%	-7	-13%	?	i	14%	0.1
CCOC(=O)C(C(=O)Nc1nccs1)C1CCCCC1 (stereo not given)	10%	-8%	-3%	8	-3%	?	0%[57.5 µM]	6%	-0.5
O=C(O)CSc1nnc(Cc2ccccc2)n1Cc1ccccc1	12%	-2%	1%	·	-3%	0%	-7%[57.5 µM]	0%	-1.9
CCOCCn1c(N2CCCC2)nc2c1c(=O)[nH]c(=O)n2C	1%	6%	8%	5	-14%	11%	-3%	-4%	-1.6
CCOc1ccc(S(=O)(=O)Nc2ccc(C(=O)N/N=C(\C)c3ccc(-n4ccnc4)cc3)cc2)cc1	-12%	4%	-23%	?	0%	16%	i	0%	-0.9
N#CCCN(C(=O)COC(=O)Cc1c[nH]c2ccccc12)c1ccccc1	6%	8%	1%	7	-6%	10%	-13%	4%	-2.7
COc1ccc(S(=O)(=O)N(C)C2CCS(=O)(=O)C2)cc1OC (stereo not given)	-8%	3%	-4%	·	-4%	4%	-5%[57.5 µM]	1%	1.3
CCOC(=O)c1ccc(NC(=O)C(C)Sc2nc(O)c(-c3ccccc3)c(=O)[nH]2)cc1 (stereo not given)	6%	13%	11%	-9	-8%	9%	i	-2%	0.1
Fc1ccc(COc2ccc(Br)cc2CNCc2ccncc2)cc1	-6%	16%	2%	·	-6%	?	-10%[57.5 µM]	5%	-1.9
CC(C)(C)NC(=O)C(OC(=O)c1cccs1)c1ccc(C#N)cc1 (stereo not given)	6%	-8%	-2%	0	5%	-12%	-23%	-2%	-0.2
COc1ccc(CCNC(=O)Cc2cccs2)cc1	-28%	6%	18%	-4	-1%	17%	i	0%	-0.4
COc1ccc(C(O)c2ncc(C(F)(F)F)cc2Cl)cc1 (stereo not given)	-7%	9%	6%	4	-6%	-15%	-2%	10%	0.0
O=c1cc(CN2CCOCC2)c2c(ccc3ccccc32)o1	1%	7%	-4%	·	-6%	4%	i	13%	1.7
CC1CCCC(C)N1C(=O)CSc1ncccn1 (stereo not given)	-19%	3%	11%	-1	-4%	4%	i	7%	0.0
OCC1(Cc2ccccc2)CCCN(Cc2ccc3c(c2)OCCO3)C1 (stereo not given)	3%	-4%	8%	0	-3%	?	i	21%	-0.8

Remaining list, next part:
SMILES	EPAC1 antagonist	EPAC1 ag	GLP1R cytotox	PI5P4K alpha inh	PLK1 PBD block	GLP-1R inv ag	PTHR1 ag	GLP-1R agonist	IL-2 act
O=C(C[C@H]1C[C@@H]2c3cc(NC(=O)Nc4ccccc4F)ccc3O[C@@H]2[C@H](CO)O1)NCc1ccccn1	2%	-11%	12%	-8	-11%	19%	-25%	-2%	2.1
Cc1[nH][nH]c(=O)c1C(c1ccc(-c2ccc(Cl)cc2)o1)c1c(C)[nH][nH]c1=O	-8%	5%	-16%	-13	27µM*	-7%	-10%	-12%	-0.4
CCN(C(=O)COC(=O)c1cc(-c2ccccc2)nc2ccc(Br)cc12)C1CCS(=O)(=O)C1 (stereo not given)	-19%	10%	-1%[0.307 µM]	19	-9%	4%[0.307 µM]	i	-5%	1.0
COc1ccccc1NC(=O)Cn1cc(C(=O)C2CC2)c2ccccc21	-1%	-5%	6%	2	-13%	-1%	-1%	0%	-4.1
O=C(O)CCCNC(=O)c1cccc(C(=O)NCCCC(=O)O)n1	1%	-4%	-7%	-9	-4%	7%	i	-3%	0.3
Cc1nnc(NC(=O)c2cccc(S(=O)(=O)N3CCCC3)c2)s1	6%	1%	0%	-9	-7%	40%[activator]	i	0%	0.7
CNC(=O)Nc1ccc2snnc2c1	-17%	0%	2%	-2	-11%	?	i	2%	-3.2
CN(C)c1cc[n+](CC(=O)Nc2ccccc2C(F)(F)F)cc1	8%	-4%	-13%	-3	-2%	10%	-7%	-7%	-1.1
CCN(C(=O)COC(=O)c1oc2ccc(OC)cc2c1C)C1CCS(=O)(=O)C1 (stereo not given)	10%	1%	1%	-6	-7%	-4%	i	5%	-5.0
NC(=O)c1ncn([C@@H]2O[C@H](CNCc3ccc(-c4cc(C(F)(F)F)ccc4Cl)o3)[C@@H](O)[C@H]2O)n1	-8%	-18%	2%	-2	-24%	14%	-11%	-3%	-0.5
O=C(NCC1CCCO1)c1cncc(Br)c1 (stereo not given)	19%	-4%	-19%	1	7%	-4%	-17%	-6%	0.0
O=C(Nc1ccc(Br)cc1)c1ccc(Br)c(S(=O)(=O)NCc2ccccc2)c1	·	·	-24%	·	·	10µM*	-96%[inhibitor]	-1%	·
COc1ccccc1N1CCN(C2CCCN(C(=O)CC(F)(F)F)C2)CC1 (stereo not given)	2%	5%	-5%	5	-4%	9%	-6%	-3%	0.4
CCOc1ccc(OCc2ccc(C(=O)N3CCCCC3)o2)cc1	?	-7%	-16%	0	-4%	?	-13%	12%	-2.6
CCOC(=O)N1CCN(Cc2nc3c(c(=O)[nH]c(=O)n3C)n2CCCc2ccccc2)CC1	5%	-2%	-22%	·	-2%	16%	i	11%	-0.4
O=C1C=C(OCc2ccccc2)CN1	-1%	6%	-10%	·	-6%	?	i	-11%	-3.1
Cc1ccc(C(C)C)cc2c(C)ccc1-2	-11%	-9%	1%	1	-16%	7%	-2%	3%&-3%	-0.5

These rows are one share of the data (hit frequency here may not be typical).
